# Screening results: PubChem BioAssay, The Scripps Research Institute Molecular Screening Center
# TEAD-YAP inh – TEAD-YAP interaction inhibition; HEK-TIYL cells, TEAD-Gal4/YAP UAS-luciferase luminescence; inhibition, % at 9.12 µM; hit rate 1.4% among 640,000; AID 1259422; in the data active = inhibition above about 32%;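 note: 0% = median of test compound wells and 100% = reference inhibitor wells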
# MITF primary – inhibitors of human MITF | inhibition, % at 2.6 µM | O75030 | AlphaScreen MITF homodimerization, bead proximity signal | hit rate 0.91% among 650,000; in the data active = inhibition above about 50%;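 note: 0% = vehicle wells with protein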
# GPR151 ag – activators of human GPR151 | Q8TDV0 | AID 1508602 | PathHunter beta-arrestin GPR151 cells, luminescence | hit rate 1% among 650,000 | activation, % at 11.2 µM; in the data active = activation above about 4.9%;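 note: 0% = median of compound wells and 100% = cells with positive control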
# Target sequence (Q8TDV0 whole entry, looked up): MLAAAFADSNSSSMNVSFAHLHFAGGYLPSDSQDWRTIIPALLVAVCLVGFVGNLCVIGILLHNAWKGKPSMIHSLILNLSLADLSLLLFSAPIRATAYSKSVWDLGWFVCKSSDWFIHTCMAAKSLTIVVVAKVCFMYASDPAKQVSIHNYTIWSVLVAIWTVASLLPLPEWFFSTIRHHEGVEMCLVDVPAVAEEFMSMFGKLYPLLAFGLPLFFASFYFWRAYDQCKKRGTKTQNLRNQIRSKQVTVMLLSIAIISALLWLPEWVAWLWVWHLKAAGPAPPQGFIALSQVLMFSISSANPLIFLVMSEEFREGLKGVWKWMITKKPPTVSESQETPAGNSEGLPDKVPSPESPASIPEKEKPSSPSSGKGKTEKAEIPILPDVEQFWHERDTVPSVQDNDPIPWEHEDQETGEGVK
# FBW7 act – human FBW7 E3 ligase activation, primary screen; Q969H0; AlphaScreen FBW7–phospho-cyclin E peptide binding, activator screen; AID 1259310; hit rate 0.13% among 650,000; normalized activity (activation), % at 26.1 µM; in the data active = normalized activity above about 1.9%;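 note: purified mutant Fbw7 with reduced substrate affinity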
# Target sequence (Q969H0 whole entry, looked up): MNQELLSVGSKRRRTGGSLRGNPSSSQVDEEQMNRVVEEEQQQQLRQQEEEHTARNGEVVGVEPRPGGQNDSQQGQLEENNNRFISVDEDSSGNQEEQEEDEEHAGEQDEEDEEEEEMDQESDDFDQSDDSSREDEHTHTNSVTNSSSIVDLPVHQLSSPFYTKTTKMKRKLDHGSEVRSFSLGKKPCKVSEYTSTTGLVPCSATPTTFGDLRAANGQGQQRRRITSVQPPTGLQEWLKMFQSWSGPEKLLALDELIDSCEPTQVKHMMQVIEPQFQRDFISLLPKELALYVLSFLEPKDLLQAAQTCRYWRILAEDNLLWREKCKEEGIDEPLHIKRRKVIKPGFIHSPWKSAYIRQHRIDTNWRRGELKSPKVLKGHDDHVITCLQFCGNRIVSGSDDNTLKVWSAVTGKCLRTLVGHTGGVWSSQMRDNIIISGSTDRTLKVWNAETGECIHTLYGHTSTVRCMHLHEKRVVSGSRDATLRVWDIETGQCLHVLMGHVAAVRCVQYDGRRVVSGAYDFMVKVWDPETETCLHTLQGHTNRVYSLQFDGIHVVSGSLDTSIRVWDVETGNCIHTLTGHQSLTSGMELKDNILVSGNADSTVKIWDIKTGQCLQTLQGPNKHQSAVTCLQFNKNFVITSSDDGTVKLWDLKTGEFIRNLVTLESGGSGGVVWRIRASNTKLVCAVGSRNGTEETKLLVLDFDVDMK
# An asterisk follows results filed as active. Outcome played no part in choosing rows (roughly 3.5% active in at least one column).
SMILES,TEAD-YAP inh,MITF primary,GPR151 ag,FBW7 act
COc1ccc(OCC(=O)N2c3ccccc3C(N(C(=O)COc3ccc(OC)cc3)c3ccccc3)CC2C)cc1 (stereo not given),-6,24,-1.0,0.7
Cc1ccc(CN2CCN(Cc3cccc(-n4cccn4)c3)CC2CCO)cc1 (stereo not given),2,-10,0.7,0.0
CCc1ccccc1NC(=O)/C=C/c1ccc([N+](=O)[O-])s1,25,5,3.4,0.0
CC(C)c1ccc(CN2CCc3nnc(CNC(=O)CCc4cccnc4)n3CC2)cc1,-3,-19,0.2,-0.1
CCN(c1cccc(C)c1)S(=O)(=O)c1ccc2c(c1)oc(=O)n2C,44*,4,-0.2,0.1
COc1cc(OC)cc(-c2nnc(SCc3cccc(C(=O)O)c3)o2)c1,9,-2,0.8,-0.3
Cc1ccccc1NC(=S)N(Cc1cccs1)C1CCCCC1,2,1,1.4,0.0
COc1ccccc1Nc1nc(-c2cc3cc(Cl)ccc3oc2=O)cs1,-14,-3,1.8,-0.1
CCn1cc(C(=O)N2CCN(c3ccc([N+](=O)[O-])cc3)CC2)c(=O)c2ccc(C)nc21,-9,21,-0.1,0.1
COc1ccc(S(=O)(=O)N2CCN(S(=O)(=O)c3ccc([N+](=O)[O-])cc3)CC2)cc1,-5,-8,-2.4,0.1
O=C(NCC1CCCN(C(=O)CCCn2cncn2)C1)c1ccc(-c2ccccc2)cc1 (stereo not given),-2,6,1.1,0.0
CCOc1ccc2nc(N3CCCC(C(=O)N4CCN(CC)CC4)C3)sc2c1 (stereo not given),0,41,-1.5,-0.1
CC(C)Oc1ccc(C(CC(=O)O)NC(=O)c2cccs2)cc1 (stereo not given),4,5,0.2,-0.2
COc1ccc(S(=O)(=O)N2CCN(C(=O)NC3CCCCC3)CC2)cc1OC,1,3,-1.2,1.4
O=C(O)c1ccc(Nc2nc(-c3ccc(Cl)cc3Cl)nc3ccccc23)cc1,-30,-9,-0.9,0.0
CC(C)CSc1nnc(CCNC(=O)c2cccc3ccccc23)n1C,4,6,-0.4,0.1
COc1ccc(N2CCN(C(=O)c3ccc(CS(=O)c4ccccc4)o3)CC2)cc1 (stereo not given),46*,8,0.2,-0.2
Cc1cc(Cl)c(S(=O)(=O)NC(C)(C)C)cc1OCC(N)=O,1,22,-1.1,-0.3
O=c1[nH]c2ccc(Br)cc2c(-c2ccccc2)c1CNS(=O)(=O)c1ccccc1,1,-6,1.9,0.2
COc1cc(OC)nc(CSc2ccc(N)cc2)n1,-12,3,0.5,-0.1
Cc1ccc(CNc2nc3nc(C)cc(C)n3n2)cc1,-49,7,-0.8,0.0
COC(=O)C1CC(=O)N(Cc2ccccc2)C12CCN(CC(C)C)CC2 (stereo not given),-7,7,0.0,0.1
CCOC(=O)c1c(NC(=S)Nc2ccccc2)sc2c1CCCC2,-16,0,0.1,-0.1
O=C(Cc1ccc(F)cc1)N1CCCC(c2nc(-c3cccnc3)n[nH]2)C1 (stereo not given),0,2,-0.5,-0.2
O=Cc1ccc(OCCCN2CCN(c3ccc([N+](=O)[O-])cc3)CC2)cc1,16,-12,-2.3,-0.2
CCn1c(SCC(=O)Nc2cc(Cl)ccc2C)nnc1C1CC1,13,1,-0.5,-0.1
N#Cc1ccc(OC(=O)c2ccccc2)cc1C#N,-16,-3,-0.1,-0.1
CN(C)CCNC(=O)c1cccc(-c2cnc3[nH]c(=O)n(Cc4ccccn4)c3n2)c1,13,-2,-1.5,-0.6
N#Cc1c(N)ccn(Cc2ccccc2)c1=O,8,9,1.0,-0.1
CCOc1ccccc1-c1c(C#N)c(N)nc2c1CCCCCC2,-15,9,-0.4,-0.2
O=C(Nc1ccc(N2CCCN(C(=O)C3CC3)CC2)cc1)c1ccc(Cl)s1,-45,-8,1.0,-0.1
Cc1cccc(C)c1NC(=O)CSc1ncn[nH]1,-9,-17,1.7,0.0
O=S1(=O)CC2SC(=S)N(c3cccc(O)c3)C2C1 (stereo not given),-4,-9,2.8,0.1
COc1cc(Br)c(/C=C(/C#N)C(=O)Nc2ccc(O)cc2)cc1OC,14,13,-2.0,0.2
Cc1ccc(NC(=O)C2CCN(S(=O)(=O)c3ccc4c(c3)OCC(=O)N4)CC2)cc1C,1,1,0.1,0.1
O=C(NCCCc1ccccc1)N1CCN(Cc2nc(-c3ccccc3)cs2)CC1,2,2,-0.6,0.3
COc1ccc(N2CCN(S(=O)(=O)c3ccc(F)c(C(=O)Nc4c(C)cccc4C)c3)CC2)cc1,9,16,0.0,0.7
COC(=O)c1cc(S(=O)(=O)NC(C)(C)C)cn1C,-1,11,-0.7,-0.1
Cc1ccc(NS(=O)(=O)c2c(N)n(C)c(=O)n(C)c2=O)cc1C,-3,3,0.4,0.0
CC(C)(C)NC(=O)CN(C(=O)C(=O)Nc1ccc2c(c1)OCCO2)C1CCCC1,4,-5,0.8,0.0
COc1cc(C=C2C(=O)NC(=O)NC2=O)ccc1OCc1c(C)ccc2ccccc12,14,2,-1.9,0.0
Nc1nonc1-c1noc(-c2cccc(Br)c2)n1,-17,-4,-0.6,-0.1
COc1ccc(C(NC(=O)C2CCN(C(=O)C3CCCCC3)CC2)c2ccccn2)cc1 (stereo not given),7,22,4.5,0.1
COc1ccc(C(=O)NCC2Cc3cc(-c4nc(C)cnc4C)cc(F)c3O2)cc1OC (stereo not given),4,-2,-0.8,1.0
O=C(NCc1ccco1)c1ccc(NC2=NC3CS(=O)(=O)CC3S2)cc1 (stereo not given),-6,-9,0.8,0.1
O=C(CN1C(=O)CCSc2ccccc21)Nc1ccccc1C(F)(F)F,12,-1,-0.4,-0.1
CCOc1ccc(/C=C2/SC(=S)NC2=O)cc1,-8,11,0.6,-0.2
CCOc1ccc(CN2CCN(Cc3cn[nH]c3-c3cccc(F)c3)CC2CCO)cc1 (stereo not given),1,-9,0.1,-0.1
Cc1ccn2c(C(=O)NN=C3CCCCCCC3)c(C)nc2c1,11,13,0.4,0.3
CC(=O)Nc1ccccc1NS(=O)(=O)c1ccc2ccccc2c1,53*,9,1.0,0.8

# Remaining list, next part:
SMILES,TEAD-YAP inh,MITF primary,GPR151 ag,FBW7 act
CN(C(=O)Nc1cccc(NC(=O)N(C)C23CC4CC(CC(C4)C2)C3)c1)C12CC3CC(CC(C3)C1)C2,0,4,-0.2,-0.1
CC1=CN2C(=NC(=O)CC2(C)C(=O)N(CC(=O)NC2CCCC2)c2ccccc2F)C=C1 (stereo not given),-15,18,-0.2,1.0
CSc1ccc(-c2ccc3c(c2)CC(CNC(=O)C2CCN(C(C)=O)CC2)O3)cc1 (stereo not given),-4,-1,1.8,0.0
CCSc1nnc(NC(=O)CCC(=O)OC2CCC(C)C(C)C2)s1 (stereo not given),-2,13,2.3,-0.2
CSc1ncc(C(=O)Nc2cccc(C)c2C)c(C)n1,-14,-4,-0.5,0.3
Cc1cc(C)cc(N(CC(=O)N2CCN(Cc3ccccc3)CC2)S(=O)(=O)c2ccccc2)c1,17,24,1.5,0.0
Cc1ccc(SCCNS(=O)(=O)c2ccccc2[N+](=O)[O-])cc1,-3,1,-0.5,-0.1
CCc1nn(CC(=O)OC)c(=O)c2cc3ccsc3n12,-7,-5,-0.3,-0.2
COc1cccc(OC)c1C(=O)Nn1c(C)nc2ccccc2c1=O,-7,14,2.0,-0.2
COc1ccc(OC)c(NC(=S)N2CCC(C(N)=O)(N3CCCCC3)CC2)c1,13,7,1.3,-0.1
Cc1ccc(C(=O)N/N=C\C(Br)=C\c2ccccc2)cn1,-19,-4,5.8*,0.1
O=C(Nc1cccc2ccccc12)c1ccc(-n2cnnn2)cc1,8,-14,1.3,0.1
NC(=O)c1c(NC(=O)Cn2ccc([N+](=O)[O-])n2)sc2c1CCCC2,4,-7,-1.9,-0.2
Cc1nc2cc(C(=O)O)ccc2n1-c1ccc(F)c(F)c1,-3,12,-0.8,1.0
C=CC[C@@H]1CC=C[C@@H](C)N1C(=O)c1ccc(OC)c(OC2CCN(C(C)=O)CC2)c1,-8,14,1.2,0.0
O=C(Nc1ccc(F)c(F)c1)c1ccc(F)c(S(=O)(=O)NCc2ccc(F)cc2)c1,-8,8,1.0,-0.2
CCC(C(=O)NCc1ccccc1)n1nc(C)c2sc3ccccc3c2c1=O (stereo not given),-10,4,1.1,0.1
NC(=O)Cc1cn(-c2ccc(Cl)nn2)c2ccccc12,2,9,-1.7,0.0
COc1cccc(CSC2=C(C#N)C(c3ccccc3[N+](=O)[O-])C(C(C)=O)=C(C)N2)c1 (stereo not given),9,21,-1.0,1.0
COCCCNC(=O)CSc1nc2ccccc2c(=O)n1Cc1ccc(OC)cc1,-3,7,0.3,0.1
CC(C)N(CCNc1nc(NCc2ccc3c(c2)OCO3)nc2c1ncn2-c1ccsc1)C(C)C,12,14,0.2,0.2
COc1cc(C)c(Cl)c(C)c1S(=O)(=O)NCc1ccccc1,8,3,1.8,0.0
O=C(NC1CCCCC1)c1ccc2c(=O)n(CCc3ccccc3)c(SCc3cccc(Cl)c3)nc2c1,4,-1,0.7,0.3
Cc1cccc(C(=O)N(CCC#N)CCC#N)c1,6,7,0.6,-0.2
CC(=O)c1cccc(-c2nc(NCCCN3CCCC3=O)c3[nH]cnc3n2)c1,0,14,1.8,0.0
CC(=O)OCCN1C(=O)c2cccc3cc(Br)cc(c23)C1=O,-5,0,0.8,0.1
O=C(O)C1C2CCC3C(CCC21)C3C(=O)O (stereo not given),5,-2,-1.6,-0.1
Cn1c(=O)c2c(nc(NCC(O)c3ccccc3)n2Cc2ccc(F)cc2)n(C)c1=O (stereo not given),28,3,0.1,-0.2
Cc1cc(OCC(=O)NC2CCCC2)cc(C)c1Br,-17,16,-0.3,0.6
CCOC(=O)C1=C(C)N=c2s/c(=C\c3ccc(-c4cc([N+](=O)[O-])ccc4C)o3)c(=O)n2C1c1ccc(OC)cc1 (stereo not given),-15,-3,0.3,0.1

# Exported with tabs: entries from further up
Compound	TEAD-YAP inh	MITF primary	GPR151 ag	FBW7 act
Cc1ccc(C(=O)N/N=C\C(Br)=C\c2ccccc2)cn1	-19	-4	5.8*	0.1
O=C(Nc1cccc2ccccc12)c1ccc(-n2cnnn2)cc1	8	-14	1.3	0.1
NC(=O)c1c(NC(=O)Cn2ccc([N+](=O)[O-])n2)sc2c1CCCC2	4	-7	-1.9	-0.2
Cc1nc2cc(C(=O)O)ccc2n1-c1ccc(F)c(F)c1	-3	12	-0.8	1.0
C=CC[C@@H]1CC=C[C@@H](C)N1C(=O)c1ccc(OC)c(OC2CCN(C(C)=O)CC2)c1	-8	14	1.2	0.0
O=C(Nc1ccc(F)c(F)c1)c1ccc(F)c(S(=O)(=O)NCc2ccc(F)cc2)c1	-8	8	1.0	-0.2
CCC(C(=O)NCc1ccccc1)n1nc(C)c2sc3ccccc3c2c1=O (stereo not given)	-10	4	1.1	0.1
NC(=O)Cc1cn(-c2ccc(Cl)nn2)c2ccccc12	2	9	-1.7	0.0
COc1cccc(CSC2=C(C#N)C(c3ccccc3[N+](=O)[O-])C(C(C)=O)=C(C)N2)c1 (stereo not given)	9	21	-1.0	1.0
COCCCNC(=O)CSc1nc2ccccc2c(=O)n1Cc1ccc(OC)cc1	-3	7	0.3	0.1
CC(C)N(CCNc1nc(NCc2ccc3c(c2)OCO3)nc2c1ncn2-c1ccsc1)C(C)C	12	14	0.2	0.2
COc1cc(C)c(Cl)c(C)c1S(=O)(=O)NCc1ccccc1	8	3	1.8	0.0
O=C(NC1CCCCC1)c1ccc2c(=O)n(CCc3ccccc3)c(SCc3cccc(Cl)c3)nc2c1	4	-1	0.7	0.3
Cc1cccc(C(=O)N(CCC#N)CCC#N)c1	6	7	0.6	-0.2
CC(=O)c1cccc(-c2nc(NCCCN3CCCC3=O)c3[nH]cnc3n2)c1	0	14	1.8	0.0
CC(=O)OCCN1C(=O)c2cccc3cc(Br)cc(c23)C1=O	-5	0	0.8	0.1
O=C(O)C1C2CCC3C(CCC21)C3C(=O)O (stereo not given)	5	-2	-1.6	-0.1

# Next entries:
SMILES,TEAD-YAP inh,MITF primary,GPR151 ag,FBW7 act
COc1ccccc1C(=O)N1c2ccccc2C(C)(c2ccc(Cl)cc2)CC1(C)C (stereo not given),0,27,0.7,0.5
CCCc1nnc(SCC(=O)NCc2ccc(OC)cc2)n1-n1cccc1,3,7,1.5,0.1
CCOCCCNC(=O)c1cc(C)nn1-c1ccccc1,7,-2,0.0,0.0
CCC/C(=N\NC(=O)CN1CCOCC1)c1ccc(Br)cc1,5,1,0.3,0.0
CCOc1ccccc1N1CC(C(=O)Nc2ccc(CC)cc2)CC1=O (stereo not given),2,26,-0.6,0.8
CC(C)[C@@H](N)Cn1nc(-c2cccs2)ccc1=O,-6,-1,0.5,-0.1
Cc1ccc(NC(=O)C(C)n2c3ccccc3c3nc(=O)cc(C)n32)c(C)c1 (stereo not given),1,-8,-0.2,0.1
CCOC(=O)N1CCN(c2c(NC3CCCCCC3)c(=O)c2=O)CC1,-6,11,-0.8,0.0
CC12CC3(C)CC(C)(C1)CC(NC(=O)c1ccc(Cl)cc1Cl)(C2)C3,7,15,2.0,0.0
COC(=O)c1sc(=S)n(Cc2ccco2)c1C,-8,5,-0.1,-0.1
COc1ccc(OC)c(CCNC(=O)CCc2c(C)nc3c(c(C)nn3C)c2C)c1,-3,10,0.6,0.3
Cc1ccc2nc(-c3ccc(Cl)c(NC(=O)c4cc(Br)ccc4Cl)c3)oc2c1,-9,12,0.4,-0.4
CC(=O)Nc1ccc(NC(=O)c2cc(I)ccc2Cl)cc1,-4,11,3.4,0.1
O=C(Nc1ccc(Cl)cc1C(=O)O)c1ccc2c(c1)C(=O)N(Cc1ccco1)C2=O,3,4,-0.9,0.1
